Compound activity (PubChem)
Neddyl block = cullin neddylation inhibition. P61081+Q13564. TR-FRET cullin neddylation, biochemical. calls only at 25 µM. 360,000 compounds, 0.58% hits. AID 651699; in the data active = inhibition above about 36%
FAS-TE inh = FAS thioesterase (human) inhibition; P49327; recombinant FAS-TE, OMFH fluorogenic substrate, fluorescence endpoint; inhibition, % at 15 µM; 360,000 compounds, 0.67% hits; AID 602261;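 active = compounds whose normalised, plate-corrected inhibition of enzyme fluorescence in the single-dose primary screen is 50% or more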;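 also: 0% = DMSO with enzyme and 100% = substrate without enzyme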
E coli Lon inh = E. coli protease La inhibition; P0A9M0; purified E. coli Lon protease, fluorescence polarization; inhibition, % at 7.94 µM; 360,000 compounds, 0.42% hits; AID 602123; in the data active = inhibition above about 13%, passing the limit was not always enough;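 also: 0% = enzyme with probe and DMSO and 100% = no enzyme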
CSN deneddyl inh = inhibitors of human CSN-mediated cullin deneddylation; Purified CSN, SCF-Nedd8-OG deneddylation, fluorescence polarization; AID 651999; Q92905; 360,000 compounds, 0.38% hits; inhibition, % at 12.5 µM;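 active = pattern-corrected inhibition above about 35%, with an unprinted fluorescence ratio check between 0.5 and 1.5, limit read from the data, passing the limit was not always enough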;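 also: 0% = enzyme with substrate and 100% = substrate without enzyme; some results filed as inactive read as strong as hits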
Target sequence (Q92905 whole entry, looked up, one chain of several): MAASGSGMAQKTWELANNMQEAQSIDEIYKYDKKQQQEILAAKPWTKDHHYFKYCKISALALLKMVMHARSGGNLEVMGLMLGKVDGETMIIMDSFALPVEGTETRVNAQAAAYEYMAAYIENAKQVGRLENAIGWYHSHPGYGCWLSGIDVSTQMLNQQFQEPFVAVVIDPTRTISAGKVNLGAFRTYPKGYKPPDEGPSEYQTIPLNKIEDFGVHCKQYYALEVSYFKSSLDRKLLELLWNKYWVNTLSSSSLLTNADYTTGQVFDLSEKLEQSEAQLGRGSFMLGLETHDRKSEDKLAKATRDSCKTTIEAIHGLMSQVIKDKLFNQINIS
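Material: human Csn5 produced in HEK293T cells; Input: enzyme 0.24 nM; Reagent: SCFSkp2-Nedd8OG substrate at 10 nM final; Dosing: 12.5 µM compound; Incubation: 90 min reaction at room temperature; Detection: fluorescence polarization of the substrate; Evaluation: % inhibition of substrate cleavage by Csn5; Control set: substrate-only high control, full reaction low control.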
MsrA inh = inhibits bovine methionine sulfoxide reductase A | 360,000 compounds, 0.75% hits | purified bovine MsrA, absorbance read-out | inhibition, % at 15.5 µM; in the data active = inhibition above about 4.5%;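 also: 0% = vehicle wells with enzyme and 100% = reference inhibitor wells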
MLLE-PAM2 inh = blocks PAM2 peptide binding to the PABP1 MLLE domain | GST-MLLE / FITC-PAM2 fluorescence polarization | inhibition, % at 20 µM | 360,000 compounds, 0.36% hits | AID 588489; in the data active = inhibition above about 35%, passing the limit was not always enough;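 also: plate controls were DMSO wells with GST-MLLE for no effect and wells lacking GST-MLLE protein for full effect; some results filed as inactive read as strong as hits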
Target sequence (P11940 whole entry, looked up, the tested form may be a part): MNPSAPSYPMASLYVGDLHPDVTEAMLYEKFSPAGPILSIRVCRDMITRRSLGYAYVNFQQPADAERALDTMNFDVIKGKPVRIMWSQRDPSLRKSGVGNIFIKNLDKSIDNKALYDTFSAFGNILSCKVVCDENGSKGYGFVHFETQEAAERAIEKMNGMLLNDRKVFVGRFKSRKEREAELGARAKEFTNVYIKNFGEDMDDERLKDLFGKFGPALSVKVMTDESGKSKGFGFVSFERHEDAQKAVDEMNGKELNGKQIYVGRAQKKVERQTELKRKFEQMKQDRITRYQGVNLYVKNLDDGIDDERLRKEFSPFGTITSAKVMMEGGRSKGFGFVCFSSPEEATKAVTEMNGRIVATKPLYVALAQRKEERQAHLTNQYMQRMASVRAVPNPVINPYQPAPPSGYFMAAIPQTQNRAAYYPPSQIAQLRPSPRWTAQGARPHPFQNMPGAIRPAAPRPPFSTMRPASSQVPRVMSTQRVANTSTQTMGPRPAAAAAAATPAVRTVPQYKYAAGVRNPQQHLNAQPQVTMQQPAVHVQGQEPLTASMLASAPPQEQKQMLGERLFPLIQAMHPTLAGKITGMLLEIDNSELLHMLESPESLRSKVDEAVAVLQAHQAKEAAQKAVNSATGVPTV
MsrA act = bovine methionine sulfoxide reductase A activation; 360,000 compounds, 0.3% hits; activation, % at 10.6 µM; purified bovine MsrA, absorbance read-out; in the data active = activation above about 7.5%;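 also: 0% = vehicle and 100% = reference activator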
Rin1-Abl PPI inh = human Rin1-Abl interaction inhibition; 360,000 compounds, 0.4% hits; inhibition, % at 7.35 µM; TR-FRET Rin1/Abl binding, biochemical; AID 588664; P00519+Q13671; in the data active = inhibition above about 5%, passing the limit was not always enough
TbMetRS inhib = Trypanosoma brucei MetRS inhibition; purified T. brucei MetRS, ATP depletion, Kinase-Glo luminescence; inhibition, % at 11.9 µM; 360,000 compounds, 0.4% hits;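 active = inhibition above a per-plate cutoff of the control wells' mean inhibition plus 3 SD, cut at about 5.5% in these data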;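 also: 0% = DMSO wells median and 100% = median of wells with control inhibitor compound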
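Material: parasite MetRS enzyme / Replication: singlicate, one well per compound / Signal: luminescence of leftover ATP / Schedule: 2 h aminoacylation at 25 °C after 15 min preincubation / Medium: HEPES-MgCl2-KCl buffer plus DTT, spermine, BSA, pyrophosphatase / Doses: 11.9 µM single point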
Active calls of the source: *; i = inactive; . = no result given.

SMILES	Neddyl block	FAS-TE inh	E coli Lon inh	CSN deneddyl inh	MsrA inh	MLLE-PAM2 inh	MsrA act	Rin1-Abl PPI inh	TbMetRS inhib
N#Cc1c(-c2ccc(F)cc2)c2c([nH]c1=O)-c1ccccc1OC2	.	-1	-3	-2	1.8	-2	-2	0	0.3
CN(c1ccccc1)S(=O)(=O)c1cccc(NC(=O)CCNC(=O)c2ccco2)c1	i	-6	-5	3	1.1	-3	-5	-3	-0.2
O=C(O)C1CCCCN1S(=O)(=O)c1ccc(Cl)s1 (stereo not drawn)	i	-8	3	-3	0.0	10	-6	-1	-0.5
C/C=C1\COC(C(=O)NCCCN2CCCC2=O)(C(F)(F)F)C=C1C=C(C)C (stereo not drawn)	i	-8	12	-4	0.3	30	-3	1	0.4
CN(C)c1ccc(C(=S)N2CCCC2)cc1Br	i	-2	3	-4	-1.2	-2	-2	-1	-0.4
Cc1ccc(C2(C)NC(=O)N(CC(=O)NCCC3=CCCCC3)C2=O)cc1 (stereo not drawn)	i	-1	1	-3	-0.5	-1	-6	-1	-0.7
COc1ccc(C(=O)N/N=C/c2cc3ccccc3[nH]c2=S)cc1	i	-1	7	4	0.6	14	-2	-3	0.0
COc1ccc(C)cc1Nc1n[n+](-c2ccccc2)c(-c2cc([N+](=O)[O-])cc(OC)c2O)s1	i	-96	-37	73	.	-144	1	-1	-0.1
Cc1cccc(NC(=O)CSCC(=O)N(CCC(C)C)c2c(N)n(Cc3ccccc3)c(=O)[nH]c2=O)c1	i	2	5	-2	-0.8	-36	-1	0	-0.1
O=C/C=C/c1c(-c2ccccc2)cc2oc3ccccc3cc1-2	i	12	-10	19	1.9	7	-4	-3	-0.6
CCCCCc1ccc(-c2ccc(OCC)cc2)nc1	i	17	3	-4	0.3	18	-2	1	-0.5
O=[n+]1c2c(n([O-])c3ccccc31)CCCC2	i	-12	-2	3	-0.7	20	-14	1	-1.3
Cc1cccc(OC(=O)c2cn(C)nc2C(F)(F)F)c1C	i	9	-3	1	1.3	-2	-2	-1	-0.8
CN1CCN(S(=O)(=O)c2cccc(C(=O)O)c2)CC1	i	-6	7	0	0.8	5	-3	-2	-0.3
COC(=O)Cc1[nH]nc2c1C1(C(=O)N(Cc3ccccc3)c3ccccc31)C(C#N)=C(N)O2 (stereo not drawn)	i	-1	0	3	2.4	-11	2	5	-1.0
C[C@@H]1CN([C@H](C)CO)C(=O)c2cc(Br)cnc2O[C@@H]1CN(C)Cc1ccc(-c2ccccc2)cc1	i	7	-16	6	-1.2	5	-1	0	0.9
CCCc1c(-c2ccc(O)cc2)nn(-c2ccc(O)cc2)c1-c1ccc(O)cc1	i	28	2	-4	.	-10	-2	0	0.7
COc1ccc(-n2nc(C(=O)NCC(=O)NCc3cccc(F)c3)c3ccccc3c2=O)cc1Cl	i	-4	6	4	0.7	3	-1	2	0.5
COc1ccccc1N(CC(=O)N(c1ccccc1)C(C)C)S(=O)(=O)c1cccs1	i	20	0	-8	0.0	-3	-4	0	-0.1
COc1ccc(Oc2ccc(-c3ccn[nH]3)cc2)cc1	i	7	1	-1	0.2	-2	-4	-1	4.0
COc1ccc(CCNC(=O)CCCn2c(=S)[nH]c3cc4c(cc3c2=O)OCO4)cc1OC	i	-2	-5	3	-0.1	-48	-1	0	0.6
COc1ccc(CNC(=O)C2COc3ccccc3O2)cc1 (stereo not drawn)	i	-1	-8	1	-0.2	-1	-2	3	0.4
O=C(/C=C/c1ccco1)NC(=S)Nc1ccc(N2CCOCC2)c(Cl)c1	i	7	-5	3	1.2	29	-4	-1	-1.0
Cc1c(NS(=O)(=O)c2ccc3c(c2)CCN3C(=O)C2CC2)c(=O)n(-c2ccccc2)n1C	i	-2	-3	-3	-0.5	-6	-4	-1	-0.2
Fc1ccccc1CN1CCN(c2ncccn2)CC1	i	-6	-2	-1	-0.5	1	-2	-1	-0.4
O=C(NCC1CCCO1)c1ccc2c(=O)n(Cc3cccc(Br)c3)c(=S)[nH]c2c1 (stereo not drawn)	i	0	-1	5	-0.1	-75	-3	1	0.3
Oc1cccnc1CN1CCOCC1	i	-5	4	-7	-0.2	23	-1	1	-0.2
CCCC(=O)Nc1ccc(Cl)c(NC(=S)NC(=O)c2cc3ccccc3o2)c1	i	-10	1	3	-1.4	15	-4	-1	-0.9
Cc1ccc2cc(C=O)c(N3CCOCC3)nc2c1C	i	1	-10	3	-0.4	1	-5	-5	-1.1
CC1(C(=O)NS(=O)(=O)C2CC2)CCCN(C(=O)c2ccc3ccccc3c2)C1 (stereo not drawn)	i	-8	0	2	0.7	8	-2	-5	-0.1

(further entries)
SMILES	Neddyl block	FAS-TE inh	E coli Lon inh	CSN deneddyl inh	MsrA inh	MLLE-PAM2 inh	MsrA act	Rin1-Abl PPI inh	TbMetRS inhib
COC(=O)c1c(-c2ccc(OC)cc2)oc2ccc(-c3cc(OC)c(OC)c(OC)c3)cc12	i	29	8	-4	-0.4	3	-2	-4	-0.1
COc1cccc(NC(=O)c2ccccc2-c2ccccc2)c1	i	-1	0	-5	-0.3	6	0	3	0.0
COc1cccc(NC=C2C(=O)OC3(CCCCC3)OC2=O)c1	i	6	0	1	3.9	2	-7	3	-0.5
CCOCCCNC(=O)c1ccc2nc(-c3ccc(OC)c(OC)c3)c(-c3ccc(OC)c(OC)c3)nc2c1	i	-7	-15	2	0.2	-16	-2	1	-0.5
COc1ccccc1NC(=O)N1CCCC1	i	-14	-9	4	1.3	-2	-10	0	-0.5
COc1c2c(nc3occc13)C(CC=C(C)C)(OC)C(O)CC2 (stereo not drawn)	i	-18	-3	-2	-0.7	-10	-12	1	-0.8
CCOc1ccccc1NC(=O)c1cnc2n(c1=O)CCS2	i	0	-4	2	1.4	2	-1	-1	-0.3
O=C(Nc1ccncc1)c1ccc(NS(=O)(=O)c2ccc3[nH]c(=O)[nH]c3c2)cc1	i	-5	5	0	1.0	-2	-3	1	0.1
CN(CC(=O)Nc1ccc(C(N)=O)cc1)CC(=O)Nc1ccccc1Cl	i	-1	0	-6	0.4	-9	-9	-1	-0.9
COc1ccc(/C=C2\CCCc3c2nc2ccc(C)cc2c3C(=O)O)cc1O	i	-5	-3	-7	4.1	4	-5	-7	0.4
CCOC(=O)CSc1n[nH]c(NC(=O)NC(C)C)n1	i	-6	2	4	-0.2	14	-9	5	-0.5
O=c1[nH]c2cc3c(cc2cc1CN(Cc1cccnc1)Cc1nnnn1Cc1ccco1)OCCO3	i	-5	0	8	2.6	-14	-10	4	-0.9
CC(C)(C)n1c(O)c2n(c1=O)Cc1ccccc1N=C2c1ccccc1	i	1	-7	3	0.6	-13	-3	-2	-0.2
Cc1cccc(C)c1NC(=O)C1(C)CSCC(=O)N1CC(C)C (stereo not drawn)	i	.	.	-1	0.7	.	.	.	-0.6
Cc1noc(C)c1NC(=O)N(C)C[C@H]1Oc2c(NC(=O)NC(C)C)cccc2C(=O)N([C@H](C)CO)C[C@@H]1C	i	-9	-3	-3	0.3	-14	0	-1	-0.1
Cc1ccc(S(=O)(=O)N(CC(=O)NCc2cccnc2)c2ccc(F)cc2)cc1	i	-8	1	-5	1.2	-4	-3	0	-0.4
COCc1cc(C)nc(SCC(=O)N2CCC(C)CC2)c1C#N	i	9	-4	-11	-0.5	-3	5	0	-0.5
O=C(CSc1nnc(COc2ccccc2)n1Cc1ccco1)NCc1ccco1	i	-5	-18	13	0.3	-86	-9	2	-1.1
O=C(NCCN1CCN(C(=O)c2ccc(F)cc2)CC1)c1ccc(F)cc1	i	-8	-3	1	-1.0	-4	-9	4	-0.6
O=C(CSc1nc2ccccc2c(=O)[nH]1)Nc1nc(-c2ccc(Br)cc2)cs1	i	-9	-15	56*	1.7	-121	-2	3	-0.1
Cn1c(Cn2c3ccccc3c3ccccc32)n[nH]c1=S	i	0	-3	0	1.8	-35	0	4	0.0
O=C(NNC(=O)C1CC1)c1ccc(F)cc1F	i	-9	-7	5	2.2	13	-5	1	-0.1
CCCCCCn1c(SCCC)nc2c1c(=O)[nH]c(=O)n2C	i	3	-11	-4	0.9	-16	-4	-1	0.4
Cc1nnc(SCC(=O)Nc2ccc(Br)cn2)[nH]c1=O	i	-7	-2	-1	1.0	14	0	-2	-0.3
O=C(Cc1cccc2ccccc12)NCCOc1ccccc1F	i	9	9	-5	-2.0	-1	-8	-7	-1.0
O=C(O)c1c2c(nc3ccccc13)/C(=C/c1ccc(OC(F)F)cc1)CCC2	i	-1	-2	-1	3.2	6	-3	-1	0.4
CC(C)(C)c1ccc(/C=C2\Oc3c(ccc(O)c3CN3CCN(CCO)CC3)C2=O)cc1	i	-3	-64	4	0.8	-18	-4	-2	-0.1
O=C(COc1ncnc2ccccc12)N1CCN(S(=O)(=O)c2ccccc2)CC1	i	-5	-4	6	0.7	-15	-2	-1	0.3
Cc1ccc(NC(=O)C2c3ccccc3-c3ccccc32)cc1	i	0	-1	-3	1.1	-13	-12	5	-0.4
Cc1nc2ccc(C(=O)N3CCCC(CO)(Cc4ccc(F)cc4F)C3)cc2nc1C (stereo not drawn)	i	-2	-3	-2	0.5	13	-2	-2	0.5

Part of the list above, with each value named:
O=C(CSc1nc2ccccc2c(=O)[nH]1)Nc1nc(-c2ccc(Br)cc2)cs1
  Neddyl block: i; FAS-TE inh: -9; E coli Lon inh: -15; CSN deneddyl inh: 56*; MsrA inh: 1.7; MLLE-PAM2 inh: -121; MsrA act: -2; Rin1-Abl PPI inh: 3; TbMetRS inhib: -0.1
Cn1c(Cn2c3ccccc3c3ccccc32)n[nH]c1=S
  Neddyl block: i; FAS-TE inh: 0; E coli Lon inh: -3; CSN deneddyl inh: 0; MsrA inh: 1.8; MLLE-PAM2 inh: -35; MsrA act: 0; Rin1-Abl PPI inh: 4; TbMetRS inhib: 0.0

Carrying on:
SMILES	Neddyl block	FAS-TE inh	E coli Lon inh	CSN deneddyl inh	MsrA inh	MLLE-PAM2 inh	MsrA act	Rin1-Abl PPI inh	TbMetRS inhib
COc1cc(C(=O)NNC(=O)c2n[nH]c3ccccc23)cc(OC)c1OC	i	-11	12	0	1.5	1	-3	-1	0.1
CC(C)Nc1ncnc2ccc(Br)cc12	i	-7	1	-1	0.1	5	-2	-9	-0.5
CCCS(=O)(=O)NC(=O)C1(C)CCCN(C(=O)c2cccc3ccccc23)C1 (stereo not drawn)	i	-9	-6	1	-0.6	10	0	-2	-0.2
O=C(COC(=O)CC1CC2CCC1C2)Nc1ccc(F)cc1 (stereo not drawn)	i	13	-5	-6	-0.9	-3	-1	3	-0.2
CNC(=O)NC(=O)C(c1ccccc1)N(C)CC1COc2ccccc2O1 (stereo not drawn)	i	-1	3	-1	1.6	-4	0	0	0.0
Cc1ccc(S(=O)(=O)NC(=NC(C)C(=O)O)c2ccccc2)cc1 (stereo not drawn)	i	-14	-5	-2	-0.6	14	1	1	0.3
CC(C)CN(C(=O)CN(C)C(=O)Cc1ccc(Cl)cc1)c1c(N)n(CC(C)C)c(=O)[nH]c1=O	i	-3	-4	2	0.8	6	-3	1	-0.3
Cc1ccc(S(=O)(=O)N2CC3(O)CN(C(=O)OC(C)C)N(C(=O)OC(C)C)CC3(OC(=O)NCC3CCCCC3)C2)cc1 (stereo not drawn)	i	17	9	4	-0.5	-11	3	-1	-0.2
O=C(COC(=O)/C=C/c1ccc(Cl)c(Cl)c1)NC1CC1	i	-5	-6	-1	0.8	-11	0	1	-0.4
CCCCCC1=CCC/C1=N\NC(=O)c1ccc2c(c1)OCO2	i	6	-3	-1	0.1	-9	-4	-1	-0.5
